Screens from PubChem BioAssay.
Mtb BioA inh = BioA (M. tuberculosis) enzyme inhibition; inhibition, % at 9.99 µM; 360,000 compounds, 0.096% hits; AID 602481; purified M. tuberculosis BioA enzyme, plate reader; in the data active means inhibition above about 40%; inconclusive means no clear call, values can overlap the other calls
GDH-TPI inh = counter-screen for M. tuberculosis FBA inhibitors: GDH-TPI coupled enzymes. GDH-TPI coupled enzyme counterscreen, NADH absorbance. 360,000 compounds, 1.2% hits. inhibition, % at 4.8 µM; in the data active means inhibition above about 30%;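 further: 0% = DMSO wells and 100% = wells lacking the enzyme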
MazEF act = activators of E. coli MazEF toxin-antitoxin RNase. FAM/BHQ RNA-DNA oligo cleavage fluorescence, 5 h. activation, % at 20 µM. P0AE70. 350,000 compounds, 0.32% hits; in the data active means activation above about 50%
Target sequence (P0AE70 whole entry, looked up): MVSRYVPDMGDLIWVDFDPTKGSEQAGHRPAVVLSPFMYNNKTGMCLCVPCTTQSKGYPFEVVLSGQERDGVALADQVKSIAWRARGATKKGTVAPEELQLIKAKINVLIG
FadD28 FP inh = M. tuberculosis FadD28 bisubstrate binding inhibition | inhibition, % at 12.5 µM | AID 588549 | FadD28 bisubstrate probe binding, fluorescence polarization | 360,000 compounds, 0.22% hits; in the data active means inhibition above about 8.5%, passing the limit was not always enough; inconclusive means no clear call, values can overlap the other calls
Rv3671c protease = inhibits the M. tuberculosis serine protease Rv3671c; AID 2606; 320,000 compounds, 0.048% hits; P9WHR9; inhibition, % at 5.96 µM; in the data active means inhibition above about 38%;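 further: extracellular domain of Rv3671c used as enzyme; 0% = enzyme with DMSO and 100% = no enzyme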
Target sequence (P9WHR9 whole entry, looked up, the tested form may be a part): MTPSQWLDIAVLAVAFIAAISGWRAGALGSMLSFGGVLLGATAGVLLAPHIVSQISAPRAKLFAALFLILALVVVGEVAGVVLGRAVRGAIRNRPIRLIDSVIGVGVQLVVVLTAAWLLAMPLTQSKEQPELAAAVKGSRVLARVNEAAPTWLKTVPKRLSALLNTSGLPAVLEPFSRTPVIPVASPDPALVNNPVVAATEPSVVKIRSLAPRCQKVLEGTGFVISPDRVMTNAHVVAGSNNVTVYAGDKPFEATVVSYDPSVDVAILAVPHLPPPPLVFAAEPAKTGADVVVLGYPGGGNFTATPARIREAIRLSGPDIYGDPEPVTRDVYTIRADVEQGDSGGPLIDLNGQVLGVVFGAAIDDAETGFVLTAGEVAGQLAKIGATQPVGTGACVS
PrPC surface inh = cell surface PrPC inhibition, primary TR-FRET screen; 370,000 compounds, 0.43% hits; TR-FRET read-out; inhibition, % at 13.8 µM; P04156; in the data active means inhibition above about 24%; further: 0% = median of the test wells and 100% = reference compound wells
BoNT-F LC inh = BoNT F light chain protease inhibition | Multiplex microsphere protease cleavage assay, flow cytometry | inhibition, % at 10 µM | 360,000 compounds, 0.22% hits | AID 588497; in the data active means inhibition above about 35%, passing the limit was not always enough; inconclusive means no clear call, values can overlap the other calls; further: plate controls were buffer without enzyme for full effect and enzyme alone for no effect
Mtb UGM inh = inhibitors of M. tuberculosis UDP-galactopyranose mutase; 320,000 compounds, 0.06% hits; inhibition, % at 10 µM; purified UGM, fluorescence polarization probe displacement; AID 504406; in the data active means inhibition above about 10%, passing the limit was not always enough; inconclusive means no clear call, values can overlap the other calls
Target sequence (P9WIQ1 whole entry, looked up): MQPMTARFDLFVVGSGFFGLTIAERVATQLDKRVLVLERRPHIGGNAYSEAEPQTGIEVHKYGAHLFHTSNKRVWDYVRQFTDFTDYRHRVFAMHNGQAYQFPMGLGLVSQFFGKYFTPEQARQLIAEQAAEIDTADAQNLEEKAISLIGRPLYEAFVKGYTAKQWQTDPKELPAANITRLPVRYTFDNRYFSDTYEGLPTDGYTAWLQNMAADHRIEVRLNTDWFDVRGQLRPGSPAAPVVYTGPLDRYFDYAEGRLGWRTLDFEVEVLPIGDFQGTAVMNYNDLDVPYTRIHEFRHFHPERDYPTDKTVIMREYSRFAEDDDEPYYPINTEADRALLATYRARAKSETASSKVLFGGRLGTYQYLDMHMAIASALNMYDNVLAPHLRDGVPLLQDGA
Mtb FBA inh = inhibits M. tuberculosis FBA enzyme. purified M. tuberculosis FBA, fluorescence read-out. P9WQA3. AID 588726. inhibition, % at 1 µM. 360,000 compounds, 2.3% hits; in the data active means inhibition above about 27%;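 further: 0% = vehicle and 100% = reference inhibitor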
The depositor's hits bear a star; ? = inconclusive; · = not tested or not shown; & = joins results of further samples. Compounds were not picked by outcome; 4.8% or so of the library scored in one or more.

1. COc1ccc(-n2nnnc2-c2cccc(OC)c2)cc1
2. Cc1nc(NC(C)(C)CO)c([N+](=O)[O-])cc1[N+](=O)[O-]
3. COc1ccc(-n2nc(C(=O)NCC(=O)NC3CCCC(C)C3C)c3ccccc3c2=O)cc1 (stereo not given)
4. CCOc1ccccc1-n1nnnc1SCC(=O)NC(=O)NCc1ccco1
5. COc1ccc(CNCCc2ccc(Cl)cc2Cl)cc1
6. O=C(OCCc1cc2ccccc2c(=O)o1)c1cccs1
7. O=C(Nc1ccccc1)NC1CCCCC1
8. C/C(=N/NC(N)=S)c1cc2ccc(O)cc2oc1=O

Assay by compound,1,2,3,4,5,6,7,8
Mtb BioA inh,1.4,-1.4,0.1,-1.0,-1.2,-1.0,0.2,-1.7
GDH-TPI inh,3,18,0,6,-1,16,-4,-4
MazEF act,0,4,11,5,2,2,1,-214
FadD28 FP inh,-0.8,-0.1,-4.1,-4.4,0.7,-2.6,0.2,-2.0
Rv3671c protease,-1,-6,-1,-2,-1,-8,1,-3
PrPC surface inh,17,-25,-6,12,1,-3,-2,-1
BoNT-F LC inh,-6,4,-10,16,16,0,-7,-15
Mtb UGM inh,-4.3,0.9,-3.1,-0.4,-2.1,1.4,-1.6,-1.3
Mtb FBA inh,2,4,-1,-2,-1,0,-3,129*

9. CCN(CC)c1nc(-c2ccccc2)nc2c1sc(=S)n2CC
10. CCOc1ccc(C2C(C(C)=O)=C(O)C(=O)N2CCc2c[nH]c3ccccc23)cc1 (stereo not given)
11. Cc1cccc(S(=O)(=O)N(C)C[C@H]2OCc3cnnn3CCCC(=O)N([C@@H](C)CO)C[C@H]2C)c1
12. NC(=O)c1cccnc1Nc1cccc([N+](=O)[O-])c1
13. CCOC(=O)C1CCCN(C(=O)c2ccccc2Oc2ccccc2)C1 (stereo not given)
14. CCCn1c(SCC(=O)N2CCc3ccccc3C2)nc2c1c(=O)n(C)c(=O)n2C
15. CCCn1c(=O)n(C)c(=O)c2c(SCC(=O)NCC(c3ccccc3)N(C)C)nc(CC(C)C)nc21 (stereo not given)
16. Cc1nc(-c2ccc(Cl)cc2)sc1C1(C)CC(c2ccccc2)=NO1 (stereo not given)

Assay by compound,9,10,11,12,13,14,15,16
Mtb BioA inh,·,·,0.9&0.2,·,-1.6,4.4,2.4,-1.9
GDH-TPI inh,2,5,-13,-6,9,-1,-4,3
MazEF act,-2,2,-2,5,0,-2,1,2
FadD28 FP inh,-2.2,-1.7,-0.6,-4.0,-0.8,-4.0,-2.4,-0.1
Rv3671c protease,2,-7,·,-2,-3,5,-9,-12
PrPC surface inh,-4,-6,-1,-10,-3,6,-4,10
BoNT-F LC inh,-2,-4,-3,-3,12,-1,0,-3
Mtb UGM inh,2.1,2.4,·,·,-1.1,-0.2,-0.1,2.4
Mtb FBA inh,9,0,1,3,0,1,-2,1

17. S=c1[nH]c2ccccc2n1Cc1ccccc1
18. CCOC(=O)/C(=C\Nc1ccc(OC(F)(F)F)cc1)Sc1ncc(C(F)(F)F)cc1Cl
19. CCOC(=O)C1=C(C)OC(N)=C(C#N)C1c1cc2c(cc1[N+](=O)[O-])OCO2 (stereo not given)
20. O=C(Cn1cc(COc2cccc([N+](=O)[O-])c2)nn1)c1ccc(O)cc1
21. Cc1ncsc1CCOC(=O)c1cccc([N+](=O)[O-])c1
22. Cc1ccc(N2C(=O)CSC2c2c(F)cccc2Cl)cc1 (stereo not given)
23. COc1ccc(-n2c(SCC(=O)N3CCCCC3)nnc2-c2cccnc2)cc1
24. CCN1C(=O)N[C@@H](CCc2ccccc2)[C@H](C(=O)OC)[C@H]1C

Assay by compound,17,18,19,20,21,22,23,24
Mtb BioA inh,0.4,-1.7,·,-0.4,2.2,3.9,7.1,0.9
GDH-TPI inh,13,6,8,18,-4&15,5,-9,-4
MazEF act,9,1,-14,3,1&10,-9,5,10
FadD28 FP inh,-2.1,-0.7,-1.9,1.1,-3.7&-0.5,-0.9,-3.0,-3.2
Rv3671c protease,-4,1,-28,·,-12&-5,1,-7,0
PrPC surface inh,-2,-3,3,-4,-11&-3,0,2,-7
BoNT-F LC inh,-10,0,0,2,-1&-10,13,-1,0
Mtb UGM inh,0.1,-2.1,-1.3,·,-1.5&-0.5,-0.3,1.3,1.3
Mtb FBA inh,-1,0,33*,6,-3&5,-3,0,2

25. N#Cc1cccnc1N1CCN(C(=O)c2cccc3c2C(=O)c2ccc(-c4ccc(F)cc4OCc4ccccc4)cc2S3(=O)=O)CC1
26. COC(=O)Nc1sc2c(c1C(=O)N1CCOCC1)CCC(C)C2 (stereo not given)
27. COC(=O)CN(C#N)c1nc(C)cc(C)n1
28. COc1ccc(CNS(=O)(=O)c2ccc(S(=O)(=O)N3CCCCC3)cc2)cc1
29. COc1ccc(NC(=O)/C(=C\c2cccs2)NC(=O)c2ccco2)cc1
30. Cc1ccc(/C=N/NC(=O)c2c[nH]c3ccccc23)o1
31. CCOc1ccc(N/N=C(/C#N)C(N)=O)cc1
32. CCOC(=O)c1c(C)oc2ccc(OC(=O)COc3c(F)c(F)c(F)c(F)c3F)cc12

Assay by compound,25,26,27,28,29,30,31,32
Mtb BioA inh,-1.0,-0.5,-1.8,1.0,-1.1,-2.0,-0.2,-0.4
GDH-TPI inh,16,-10,4,-1,21,59*,33*,-5
MazEF act,-8,-15,5,-28,1,7,-3,2
FadD28 FP inh,-1.9,-3.3,-0.5,-2.9,1.1,-5.7,-0.5,-4.4
Rv3671c protease,-12,-5,-6,-9,-7,6,-5,-4
PrPC surface inh,-6,-3,6,5,-1,·,-18,-7
BoNT-F LC inh,1,0,-6,-3,-8,-1,6,-3
Mtb UGM inh,-0.3,-1.2,-2.8,-0.3,-0.2,-0.3,0.9,-3.7
Mtb FBA inh,-1,6,3,-2,-1,-6,-4,3

Gathered by group: those above with two or more sulfur atoms.
9. CCN(CC)c1nc(-c2ccccc2)nc2c1sc(=S)n2CC
28. COc1ccc(CNS(=O)(=O)c2ccc(S(=O)(=O)N3CCCCC3)cc2)cc1

Assay by compound,9,28
Mtb BioA inh,·,1.0
GDH-TPI inh,2,-1
MazEF act,-2,-28
FadD28 FP inh,-2.2,-2.9
Rv3671c protease,2,-9
PrPC surface inh,-4,5
BoNT-F LC inh,-2,-3
Mtb UGM inh,2.1,-0.3
Mtb FBA inh,9,-2

(next part)
33. CC(C)(C)OC(=O)C[C@H]1C/C=C\C[C@@H](CC(=O)N[C@H](CO)Cc2ccccc2)C(=O)N2CCC[C@H]2COC1=O
34. O=c1nccc(SCc2ccc(Cl)cc2Cl)[nH]1
35. CC1Nc2ncnc(N3CCN(c4ccccn4)CC3)c2N(Cc2ccccc2)C1=O (stereo not given)
36. CCOc1ccccc1NC(=O)CSc1nc2[nH]ncc2c(=O)[nH]1
37. Cn1c(/N=C/c2cccs2)nc2ccccc21
38. Cc1nc(-c2ccc(F)cc2)c(CC(=O)N2CCN(S(=O)(=O)c3cccc([N+](=O)[O-])c3)CC2)s1
39. COc1ccc(-c2cc(NC=O)c3ncc(-c4ccc(C(C)=O)cc4)n3c2)cn1
40. COc1ccccc1CNC(=O)c1cc(-c2ccccc2)nn1CC1CC(c2cccc([N+](=O)[O-])c2)=NO1 (stereo not given)

Assay by compound,33,34,35,36,37,38,39,40
Mtb BioA inh,-0.7,-1.1,-0.1,·,-1.2,-0.2,-0.5,-1.1
GDH-TPI inh,0,14,7,6,1,21,25,14
MazEF act,4,9,-1,5,4,-21,·,-5
FadD28 FP inh,-2.3,-0.4,-2.1,-3.4,0.3,-0.5,-2.9,-0.1
Rv3671c protease,0,-6,-3,-2,2,·,·,-11
PrPC surface inh,8,6,6,7,10,0,-6,-2
BoNT-F LC inh,-5,4,-1,4,-4,20,-5,-1
Mtb UGM inh,5.8,-1.2,-0.7,2.5,-0.6,·,·,0.6
Mtb FBA inh,-2,0,-1,-1,0,6,5,4

Looked up above:
For PrPC surface inh, compound 39 reads -6
For MazEF act, compound 34 reads 9

(list continues)
41. COc1ccc(S(=O)(=O)N2CCOCC2)cc1NC(=O)CSc1ccccc1
42. CC(=O)N(Cc1cc2cc(C)c(C)cc2n2nnnc12)CC1COCCO1 (stereo not given)
43. CCN(CC)S(=O)(=O)c1cccc(NC(=O)CNC2CCCCCC2)c1
44. Cc1ncc(CN2CCCC(C(=O)Nc3ccc(-c4ccco4)cc3)C2)cn1 (stereo not given)
45. C=C(C)[C@@H]1CC[C@]2(C(=O)O)CC[C@]3(C)C(CCC4[C@@]5(C)CC[C@H](O)C(C)(C)C5CC[C@]43C)C12 (stereo not given in full)
46. CCCN(CCC)CCCNC(=O)c1cn(CC)c2ccc(S(=O)(=O)N(C)C3CCCCC3)cc2c1=O
47. Cc1cc(C(F)(F)F)n2nc(-c3cnn(C)c3C(F)(F)F)c(Br)c2n1
48. CCc1ccc(NC(=S)N(CCN(C)C)C(C)c2ccncc2)cc1 (stereo not given)

Assay by compound,41,42,43,44,45,46,47,48
Mtb BioA inh,0.1,·,-0.6,-1.0,-0.9,9.2,·,·
GDH-TPI inh,3,1,6,-2,-6,11,9,-1
MazEF act,-1,8,13,-6,-31,13,3,4
FadD28 FP inh,-2.8,-1.2,-3.6,-1.1,-4.4,-3.3,-3.2,-4.9
Rv3671c protease,-3,-3,-3,-17,-8,-5,7,3
PrPC surface inh,8,-3,4,-9,9,-12,7,-2
BoNT-F LC inh,2,2,-1,11,2,2,-2,1
Mtb UGM inh,-1.2,-1.2,-2.4,3.8,-0.3,0.3,2.2,0.2
Mtb FBA inh,10,2,-4,-1,0,-2,3,0

49. COC(=O)c1c(NC(=O)C(C)(C)C)sc2c1CCN(Cc1ccccc1)C2
50. CCCc1cc(=O)[nH]c(SCc2ccc(C#N)cc2)n1
51. COc1ccc(-c2cc3ccccc3oc2=O)cc1NC(=O)c1ccc(Br)o1
52. CCCC1=[N+](CC(C)=O)CCn2c(C)ccc21
53. CC(C)(C)NC(=O)COc1ccc(-c2ccccc2)cc1
54. Cc1ccc(S(=O)(=O)N2CCCC2CNC(=O)C(=O)Nc2ccc(F)cc2F)cc1 (stereo not given)
55. COc1ccc(/C=C2\SC(=O)N(CCC(=O)Nc3ccc(S(=O)(=O)Nc4nccs4)cc3)C2=O)cc1
56. O=C(Nc1ccc(Cl)cc1C(=O)NCCN1CCOCC1)c1ccc(Cl)cc1Cl

Assay by compound,49,50,51,52,53,54,55,56
Mtb BioA inh,1.0,0.2,1.1,·,1.7,-0.5,·,-1.1
GDH-TPI inh,-9,-6,-5,21,8,3,27,-3
MazEF act,2,2,14,-11,-6,-9,-3,-6
FadD28 FP inh,-3.5,?,-2.3,-1.5,-0.9,-1.4,-1.5,-0.7
Rv3671c protease,-13,-1,-3,6,-4,2,-355,-1
PrPC surface inh,-5,2,2,-7,3,3,5,7
BoNT-F LC inh,-6,3,3,-10,-6,1,-1,-6
Mtb UGM inh,-0.9,0.8,-3.7,-2.6,-1.0,-2.6,·,-1.0
Mtb FBA inh,-3,5,13,18,4,-1,-4,1

57. CCOc1ccc(Br)cc1S(=O)(=O)N1CCC(C(=O)O)CC1
58. S=C(c1ccc(-c2cc(Cl)ccc2Cl)o1)N1CCOCC1
59. COc1ccc(-c2ccc(=O)n(Cc3ccc([N+](=O)[O-])cc3)n2)cc1
60. CCOc1ncccc1C(=O)Nc1ccc(F)c(F)c1
61. COc1cccc(-c2nc(CS(=O)CC(=O)NCc3ccc4c(c3)OCO4)c(C)o2)c1 (stereo not given)

Assay by compound,57,58,59,60,61
Mtb BioA inh,·,-0.9,·,·,-1.7
GDH-TPI inh,-4,17,-12,-8,2
MazEF act,5,2,-15,5,1
FadD28 FP inh,-4.0,-2.8,-3.2,-2.4,-1.2
Rv3671c protease,3,-4,4,3,-1
PrPC surface inh,-5,0,-6,4,-4
BoNT-F LC inh,0,9,-7,-2,-12
Mtb UGM inh,1.4,1.6,0.0,-1.9,-1.1
Mtb FBA inh,1,1,2,-2,0

An excerpt from above, limited to Rv3671c protease, MazEF act and Mtb BioA inh.
nr | SMILES | Rv3671c protease | MazEF act | Mtb BioA inh
59 | COc1ccc(-c2ccc(=O)n(Cc3ccc([N+](=O)[O-])cc3)n2)cc1 | 4 | -15 | ·
60 | CCOc1ncccc1C(=O)Nc1ccc(F)c(F)c1 | 3 | 5 | ·
58 | S=C(c1ccc(-c2cc(Cl)ccc2Cl)o1)N1CCOCC1 | -4 | 2 | -0.9
